mHTT-CaM PPI inh: inhibitors of human mutant huntingtin-calmodulin interaction. AlphaScreen His-mHTT/GST-CaM binding, luminescence. 3.6% of 190,000 active. P42858. inhibition, % at 15 µM;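 note: 0% = both proteins with DMSO and 100% = one protein alone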
Target sequence (P42858 whole entry, looked up, stated change not applied): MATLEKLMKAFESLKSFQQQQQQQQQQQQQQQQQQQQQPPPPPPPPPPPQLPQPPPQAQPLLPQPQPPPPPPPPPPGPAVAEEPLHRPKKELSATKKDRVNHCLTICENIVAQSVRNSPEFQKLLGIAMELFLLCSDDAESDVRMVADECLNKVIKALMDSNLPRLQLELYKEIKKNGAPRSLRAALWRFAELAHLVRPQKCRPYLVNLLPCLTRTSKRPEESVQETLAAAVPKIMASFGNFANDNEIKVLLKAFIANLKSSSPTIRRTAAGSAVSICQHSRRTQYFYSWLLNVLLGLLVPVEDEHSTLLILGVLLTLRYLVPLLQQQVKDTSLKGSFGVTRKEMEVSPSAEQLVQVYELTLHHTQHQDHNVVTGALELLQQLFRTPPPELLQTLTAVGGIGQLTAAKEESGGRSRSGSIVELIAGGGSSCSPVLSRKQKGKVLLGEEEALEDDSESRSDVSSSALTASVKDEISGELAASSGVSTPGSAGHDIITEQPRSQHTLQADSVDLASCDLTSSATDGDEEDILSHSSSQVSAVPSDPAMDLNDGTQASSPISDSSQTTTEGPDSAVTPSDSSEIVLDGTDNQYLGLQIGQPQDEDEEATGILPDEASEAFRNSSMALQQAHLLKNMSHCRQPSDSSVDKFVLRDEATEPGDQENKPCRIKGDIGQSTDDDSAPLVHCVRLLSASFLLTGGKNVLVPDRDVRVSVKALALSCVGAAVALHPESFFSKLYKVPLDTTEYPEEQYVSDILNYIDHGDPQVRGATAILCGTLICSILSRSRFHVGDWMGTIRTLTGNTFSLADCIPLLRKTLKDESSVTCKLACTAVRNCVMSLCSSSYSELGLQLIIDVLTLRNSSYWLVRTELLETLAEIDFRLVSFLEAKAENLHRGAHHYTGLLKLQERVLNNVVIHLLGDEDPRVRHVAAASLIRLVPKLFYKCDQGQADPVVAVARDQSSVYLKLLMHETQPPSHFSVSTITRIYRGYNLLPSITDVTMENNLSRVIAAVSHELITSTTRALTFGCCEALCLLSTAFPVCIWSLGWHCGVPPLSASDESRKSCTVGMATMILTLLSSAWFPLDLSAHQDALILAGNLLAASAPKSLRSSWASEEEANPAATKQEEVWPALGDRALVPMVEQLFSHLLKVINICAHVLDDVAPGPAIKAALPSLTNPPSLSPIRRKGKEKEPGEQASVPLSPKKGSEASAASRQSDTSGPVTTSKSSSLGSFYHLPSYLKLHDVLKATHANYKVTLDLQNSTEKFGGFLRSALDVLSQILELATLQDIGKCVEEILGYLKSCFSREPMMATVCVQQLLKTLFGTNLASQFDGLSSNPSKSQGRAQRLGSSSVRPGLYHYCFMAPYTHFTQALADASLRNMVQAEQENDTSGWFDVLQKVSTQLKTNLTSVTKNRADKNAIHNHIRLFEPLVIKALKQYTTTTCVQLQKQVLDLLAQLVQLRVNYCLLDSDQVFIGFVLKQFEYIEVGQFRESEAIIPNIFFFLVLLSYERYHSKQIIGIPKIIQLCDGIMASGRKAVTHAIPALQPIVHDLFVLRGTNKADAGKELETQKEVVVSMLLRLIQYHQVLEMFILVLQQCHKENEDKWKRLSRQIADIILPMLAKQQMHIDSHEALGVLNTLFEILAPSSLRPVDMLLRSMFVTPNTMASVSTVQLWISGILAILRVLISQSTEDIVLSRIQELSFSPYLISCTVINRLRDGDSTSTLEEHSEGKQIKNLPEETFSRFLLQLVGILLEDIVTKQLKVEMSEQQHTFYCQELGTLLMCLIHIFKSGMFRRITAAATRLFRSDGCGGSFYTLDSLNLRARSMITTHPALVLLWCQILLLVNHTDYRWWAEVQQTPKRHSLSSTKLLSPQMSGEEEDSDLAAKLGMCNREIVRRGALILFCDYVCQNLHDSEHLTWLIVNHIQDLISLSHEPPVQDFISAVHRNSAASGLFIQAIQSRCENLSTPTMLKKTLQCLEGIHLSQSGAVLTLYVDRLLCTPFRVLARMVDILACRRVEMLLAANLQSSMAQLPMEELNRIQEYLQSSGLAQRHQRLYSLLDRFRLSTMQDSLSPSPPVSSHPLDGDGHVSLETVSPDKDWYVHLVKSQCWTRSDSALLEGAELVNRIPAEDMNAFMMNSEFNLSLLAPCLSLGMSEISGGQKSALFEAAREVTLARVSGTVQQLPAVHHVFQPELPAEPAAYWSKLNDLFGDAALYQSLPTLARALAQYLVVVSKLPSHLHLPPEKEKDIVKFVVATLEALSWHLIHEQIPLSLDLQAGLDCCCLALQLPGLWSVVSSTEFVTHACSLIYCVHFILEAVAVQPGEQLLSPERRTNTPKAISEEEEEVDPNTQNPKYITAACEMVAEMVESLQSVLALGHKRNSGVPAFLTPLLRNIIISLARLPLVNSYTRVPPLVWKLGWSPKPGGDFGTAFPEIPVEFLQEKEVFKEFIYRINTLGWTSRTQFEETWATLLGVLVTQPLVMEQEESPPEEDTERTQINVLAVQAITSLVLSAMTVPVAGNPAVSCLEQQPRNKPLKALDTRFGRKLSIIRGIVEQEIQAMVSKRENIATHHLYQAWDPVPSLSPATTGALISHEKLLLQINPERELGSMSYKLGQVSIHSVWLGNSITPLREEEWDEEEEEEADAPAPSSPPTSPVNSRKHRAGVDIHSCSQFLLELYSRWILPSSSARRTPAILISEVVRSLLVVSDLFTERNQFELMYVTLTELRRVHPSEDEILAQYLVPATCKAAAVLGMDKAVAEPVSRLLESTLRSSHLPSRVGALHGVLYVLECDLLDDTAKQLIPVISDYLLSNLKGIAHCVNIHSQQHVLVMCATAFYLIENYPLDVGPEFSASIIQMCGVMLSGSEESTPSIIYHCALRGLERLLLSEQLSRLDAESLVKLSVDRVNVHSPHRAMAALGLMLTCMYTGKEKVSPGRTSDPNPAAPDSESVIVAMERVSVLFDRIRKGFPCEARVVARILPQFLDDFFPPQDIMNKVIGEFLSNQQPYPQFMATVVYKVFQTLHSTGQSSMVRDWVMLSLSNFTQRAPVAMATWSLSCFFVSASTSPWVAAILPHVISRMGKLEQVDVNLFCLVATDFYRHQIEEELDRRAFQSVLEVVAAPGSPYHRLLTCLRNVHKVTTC
Pf apPOL inh: Pf-apPOL DNA polymerase inhibition. 0.25% of 210,000 active. Recombinant Pf-apPOL, molecular beacon fluorescence, 1.5 h. inhibition, % at 10 µM
Numbers without * were called inactive; i = inactive; · = not tested or not shown; & = joins results of further samples. Cut-off read from the data, not from the text of the source: active = inhibition above about 50%; inactive = the rest.

structure	mHTT-CaM PPI inh	Pf apPOL inh
Cc1ccc(N=C2C(=O)N(CN3CCc4ccccc4C3)c3ccccc32)cc1	8	0
CCN1CCN(C(=O)c2nc3ccccn3c2-c2ccc(Cl)cc2)CC1	6	1
COc1ccc(C(=O)CSc2n[nH]c(-c3ccccc3)n2)cc1OC	8	4
COc1ccc(C2C(=C(O)c3ccc(F)cc3)C(=O)C(=O)N2c2ccccn2)cc1OC (stereo not drawn)	3	1
O=C(O)c1cccc2c1OCCO2	·	1
COc1ccc(C(=O)N2CCC3(CC2)NC(=O)c2ccc(Cl)cc2N3)cc1OC	4	-2
COc1ccc(C2=NN(S(=O)(=O)c3ccccc3)C(c3cccc([N+](=O)[O-])c3)C2)cc1OC (stereo not drawn)	1	-1
CNC(=O)C(=O)Nc1ccc(N(C)C)cc1	7	2
CC(C)NC(=O)c1ccccc1OCC1CCN(C(=O)C2CCCCC2)CC1	9	17
CCOc1ccc(C2Nc3ccc4ncccc4c3C3=C2C(=O)CC(C)(C)C3)cc1 (stereo not drawn)	3	-4

Next section.
structure	mHTT-CaM PPI inh	Pf apPOL inh
Cc1ccc2c(=O)cc(-c3cc(C(=O)O)cc4c3OCOC4)oc2c1	2	1
CCCCNC(=O)NS(=O)(=O)c1ccc(N=Cc2cccs2)cc1	0	-44
CN(C)CCN(C)Cc1ccccc1[N+](=O)[O-]	-3	9
O=C(CNC(=O)C1CCCCC1)Nc1ccc(S(=O)(=O)Nc2ccccc2Cl)cc1	-1	-7
Nc1nnc(-c2ccc(Cl)cc2Cl)s1	0	-1
CSc1sc2c(=O)[nH]c(=O)[nH]c2c1C#N	-1	·
Cc1cccc(C(=O)Nc2ccc(C#N)cc2)c1	-4	-7
O=S(=O)(c1ccccc1)N1CCC(Nc2cccnc2)C1 (stereo not drawn)	-1	4
CCOc1ccc(-c2cn(-c3ccc(C)cc3)c(=O)[nH]2)cc1	43	-2
O=C(CN1CCC2(CC1)N=C(c1ccc(F)cc1)C(=O)N2)Nc1ccccc1	-5	-5

Single values from the results shown.
Entry for CNC(=O)C(=O)Nc1ccc(N(C)C)cc1 in Pf apPOL inh: 2
Entry for Nc1nnc(-c2ccc(Cl)cc2Cl)s1 in mHTT-CaM PPI inh: 0

Next section
structure	mHTT-CaM PPI inh	Pf apPOL inh
CCOc1ccccc1NC(=O)N1CCc2cn(CC)c3cccc(c23)C1	30	8
COc1ccc(NC(=O)N2CCC3(CC2)Nc2cc(F)ccc2-n2cccc23)c(OC)c1	61*	-1
CC(NC(=O)C1CCN(Cc2ccc(Cl)cc2)CC1)c1ccccc1 (stereo not drawn)	9	-8
CCc1nn(-c2ccccc2Cl)c(CC)c1C(=O)N1CCN(C(C)=O)CC1	0	3
O=c1ccn(-c2ccc(F)c(F)c2)nc1-c1nc(-c2ccc3c(c2)OCO3)no1	24	0
Cc1cccc(C2=N/C(=C\c3cccc(Br)c3)C(=O)O2)c1	5	2
C=CCNc1ncnc2c1nnn2C	-1	-1
Cc1ccc(C(C)C)c(OCC(=O)NC2=NCCS2)c1	-2	-6
Cc1onc(-c2cccc(F)c2)c1C(=O)N(C)C	-3	2
O=C(CCS(=O)(=O)c1ccc(Br)cc1)Nc1ccccc1F	-7	-2

(list continues)
structure	mHTT-CaM PPI inh	Pf apPOL inh
CC1CCc2cc(F)cc3c(O)c(C(=O)NCc4cccnc4)c(=O)n1c23 (stereo not drawn)	13	-12
CCOc1ccccc1NS(=O)(=O)c1cc(C)ccc1OC	-8	-9
COc1cc(-c2cc(-c3ccccc3)nc(SCC(=O)O)c2C#N)cc(OC)c1OC	14	8
Cc1ccnc(NS(=O)(=O)c2ccc(N=Cc3ccc(Br)cc3)cc2)n1	23	-2
COc1ccc(-c2cn3c(C(=O)Nc4ccc5c(c4)OCCO5)csc3n2)cc1	-12	-4
Cc1ccc(-c2noc(-c3cccnc3N3CCC(C(=O)NCC4CC4)CC3)n2)cc1	-10	-2
O=C(Cc1ccc(Cl)cc1)Nc1ncc([N+](=O)[O-])s1	98*	-6
COc1cc(NC(=O)N2CC3CC2CC3NS(=O)(=O)c2ccccc2)cc(OC)c1 (stereo not drawn)	-6	-2
O=C(CSc1nc2c(sc3ccccc32)c(=O)n1-c1ccccc1)N1CCCC1	0	36
C=CCNC(=O)C(NC(=O)c1ccccc1)=C1CCCCC1	-4	-6

Shown field by field: part of the list above
Cc1ccnc(NS(=O)(=O)c2ccc(N=Cc3ccc(Br)cc3)cc2)n1
- mHTT-CaM PPI inh: 23
- Pf apPOL inh: -2
CC1CCc2cc(F)cc3c(O)c(C(=O)NCc4cccnc4)c(=O)n1c23 (stereo not drawn)
- mHTT-CaM PPI inh: 13
- Pf apPOL inh: -12

Later entries
structure	mHTT-CaM PPI inh	Pf apPOL inh
Cc1noc(C)c1CCC(=O)N1CC2CC(NC(=O)c3cccs3)C1C2 (stereo not drawn)	1	1
O=C(c1ccco1)N1CCC(Oc2nc3ccc(F)cc3s2)CC1	16	-22
Cn1c(=NC(=O)c2ccccc2[N+](=O)[O-])sc2cc(Cl)ccc21	0	1
CNCC(O)COc1ccc(C)cc1 (stereo not drawn)	4	-5
COc1ccc(Cl)cc1C(=O)N1CCN(c2ccc3nnc(C4CC4)n3n2)CC1	-15	-2
CCN(c1cccc(C)c1)S(=O)(=O)c1ccc2c(c1)CC(C)N2C(C)=O (stereo not drawn)	7	2
COc1ccc(OC)c(NC(=O)c2ccc(C)c(Cl)c2)c1	-10	-6
COc1cc(C(=O)Nc2c(C(N)=O)oc3ccccc23)cc(OC)c1OC	8	-6
O=C(c1csc(N2CCN(c3ccccc3F)CC2)n1)N1CCCCCC1	28	-3
CCC(C)NC(=O)c1nnn(-c2ccccc2Cl)c1-c1cccnc1 (stereo not drawn)	-8	0

At a glance, part of the list above:
structure	mHTT-CaM PPI inh	Pf apPOL inh
Cc1ccc(N=C2C(=O)N(CN3CCc4ccccc4C3)c3ccccc32)cc1	8	0
CCN1CCN(C(=O)c2nc3ccccn3c2-c2ccc(Cl)cc2)CC1	6	1
COc1ccc(C(=O)CSc2n[nH]c(-c3ccccc3)n2)cc1OC	8	4
COc1ccc(C2C(=C(O)c3ccc(F)cc3)C(=O)C(=O)N2c2ccccn2)cc1OC (stereo not drawn)	3	1
O=C(O)c1cccc2c1OCCO2	·	1

Later entries.
structure	mHTT-CaM PPI inh	Pf apPOL inh
CCn1cnc2sc(C(=O)Nc3ccc(C(F)(F)F)cc3)c(C)c2c1=O	0	-13
COc1ccc2c(c1OC)C(=O)N(c1ccc(Cl)cc1)C2	-1	8
CCOc1cccc2sc(N(Cc3ccccn3)C(=O)c3nn(C)cc3C)nc12	-6	0
Cc1cc(Nc2ccccc2C)c2cc(Cl)ccc2n1	4	-14
O=C(O/N=C/c1ccc2c(c1)OCO2)c1cccc(F)c1F	i	-1
O=C(NC1CC2CC1N(C(=O)CSc1ccccc1)C2)c1ccccc1 (stereo not drawn)	11	-7
COc1cc(OC)c(OC)cc1/C=C1\N=C(c2ccco2)OC1=O	11	11
CCCNC(=O)C(C)C1CCN(S(=O)(=O)c2c(C)noc2C)CC1 (stereo not drawn)	-3	-1
c1csc(CN2CCOCC2)c1	-5	-5
O=[N+]([O-])c1cccc(C2C=C(c3ccc(Cl)cc3)Nc3nnnn32)c1 (stereo not drawn)	16	-2

(listing goes on)
structure	mHTT-CaM PPI inh	Pf apPOL inh
NNC(=O)Cc1ccccc1	·	-4
CCCc1nnsc1C(=O)N1CCC(c2nnc(-c3ccco3)s2)CC1	-5	5
Cc1cc(S(=O)(=O)n2nnc3cc(Cl)ccc32)ccc1Cl	-2	0
CCC(Sc1nc2ccsc2c(=O)n1Cc1ccccn1)C(=O)Nc1cccc(OC)c1 (stereo not drawn)	30	-2
Cc1nnc(SC2CC(=O)N(c3ccc(Br)cc3)C2=O)s1 (stereo not drawn)	2	-1
Cc1cc(C(=O)Nc2ccccc2N2CCCCC2)c(C)o1	·	0
COc1ccc(NC(=O)CCCn2nc(C)c([N+](=O)[O-])c2C)c(OC)c1	3	-2
COc1cccc(CNC(=O)C2C3C=CC4(CN(Cc5ccccc5Cl)C(=O)C24)O3)c1 (stereo not drawn)	12	7
Cc1cccc(Oc2ccc(NC(=O)C3CC=CCC3C(=O)O)cc2)c1 (stereo not drawn)	5	-4
COc1ccc(S(=O)(=O)N2CCC(C(=O)Nc3ccc4c(c3)C(=O)NC4=O)CC2)cc1	25	2

Next section.
structure	mHTT-CaM PPI inh	Pf apPOL inh
Cc1ccc(C)c(CNC(=O)C2CCc3sc(C(=O)N4CCOCC4)cc3C2)c1 (stereo not drawn)	7	0
O=C1S/C(=C\c2ccc3c(c2)OCO3)C(=O)N1Cc1ccccc1Cl	-5	1
CCc1ccc(Oc2nccnc2N2CCC(C(=O)NCCN3CCCC3)CC2)cc1	14	-4
O=C(Cn1cc(-c2ccccc2)oc1=O)Nc1ccccc1	-7	-2
CCOC(=O)Cc1csc(NC(=O)c2ccc(=O)n(Cc3cccc(F)c3)n2)n1	0	-11
O=C(Cc1ccccc1)NCCn1ncc2c(N3CCN(c4ccccc4)CC3)ncnc21	24	-11
O=C(Nc1ccc2oc(-c3cccnc3)nc2c1)c1ccccc1I	22	-12
CCCN1CCN(C(=O)C2CCN(c3cnn(CCC)c(=O)c3)CC2)CC1	4	-2
COCCNC(=O)C1CCN(Cc2cc3ccccc3n2Cc2ccccc2C)CC1	60*	3
CCCc1[nH]nc(-c2ccccc2)c1NC(=O)C1CC1	13	-6

(listing goes on)
structure	mHTT-CaM PPI inh	Pf apPOL inh
CN(C)C(=O)c1ccc(Br)cc1	-12	-1
Cc1cc(O)cc2c1C(=O)C(=Cc1cccnc1)O2	3	-5
CN(C)c1ccc(/C=C2\SC(=O)N(CN3CCOCC3)C2=O)cc1	6	-11
O=C(NC1CC2CC1CN2S(=O)(=O)c1ccc2c(c1)CCCC2)c1cccnc1 (stereo not drawn)	34	-3
CCc1ccccc1N1C(=O)CCC1(C)C(=O)NCCCOC(C)C (stereo not drawn)	7	-3
Cn1cccc1CN(Cc1cccs1)S(=O)(=O)c1cccc(C(F)(F)F)c1	-13	-7
N#CC1c2ccccc2C=CN1C(=O)c1ccccc1 (stereo not drawn)	-5	-7
Cc1ccc(N2NC(=O)/C(=C\c3ccc(O)c([N+](=O)[O-])c3)C2=O)cc1Cl	33	6
N#CC1=C(N)C(C#N)(C#N)C(c2cc(Br)cs2)C2CCCC=C12 (stereo not drawn)	33	·
Cc1nc(Oc2ccc3c(C)cc(=O)oc3c2)c2c3c(sc2n1)CCC3	7	3

Other results follow.
structure	mHTT-CaM PPI inh	Pf apPOL inh
O=C1NN(c2ccc(Cl)c(Cl)c2)C(=O)/C1=C/c1ccc(N2CCOCC2)c([N+](=O)[O-])c1	23	-1
Cc1cc(C(=O)NC(=N)c2ccc(Cl)cc2)no1	·	-1
O=C(CN1C(=O)COc2ccc(Cl)cc21)NCc1ccccc1Cl	0	-13
O=C(NCc1cccnc1)c1cc(-c2cccc(Br)c2)nc2ccccc12	22	-10
O=C1c2ccc(F)cc2C(=O)N1c1ccc2c(c1)OCO2	-10	-5
COc1ccc(C(=O)N2CCCN(C3CCN(CC4CC4)C3=O)CC2)c(C)c1 (stereo not drawn)	19	0
C=CCOc1ccccc1/C=C1/C(=O)N(c2ccc(Cl)c(Cl)c2)N=C1C	1	20
CCN1CCN(C(=O)c2ccccc2NC(=O)c2ccc(Br)cc2)CC1	0	0
COc1ccccc1NC(=O)CSCc1ccccc1Cl	-32	1
CC(C)c1ccc(C(=O)N2CCN(Cc3ccc(=O)n(C)c3)CC2)cc1	-4	-4

Continued.
structure	mHTT-CaM PPI inh	Pf apPOL inh
CCC(C)(Nc1ccc(N(C)C)cc1)c1nnnn1-c1c(C)cccc1C (stereo not drawn)	55*	2
O=C(Nc1ccc(N2CCOCC2)cc1)c1cc2ccccc2o1	-16	-7
Cc1nn(-c2ccccc2)nc1C(=O)NNC(=O)CSCc1cccc2ccccc12	·	-24
CCOC(=O)COc1ccc2c(=O)c(-c3ccccc3)c(C)oc2c1	3	-2
COc1ccc(NC(=O)c2cc(C)n3nc(C)cc3n2)c(C)c1	-1	0
O=[N+]([O-])c1ccn(CCl)n1	-7	·
CC(C)(C)C(O)CCNC(=O)CCSc1ccccc1 (stereo not drawn)	0	8
O=C(NC1CCCC(O)C1)c1cccc(Br)c1 (stereo not drawn)	-5	-7
COc1cc(/C=C/c2[nH]c(=O)[nH]c(=O)c2[N+](=O)[O-])cc(Br)c1OCc1ccccc1	28	-9
COc1ccccc1OCC1CN(C(=O)c2ccccc2Cl)CCO1 (stereo not drawn)	5	-4

Additional structures:
structure	mHTT-CaM PPI inh	Pf apPOL inh
Cc1cc(=O)[nH]c(N2CCOCC2)n1	-8	6&-1&6
COc1ccccc1N1CCN(C(=O)c2ccccc2F)CC1	-2	-3
O=C(CCN1CCN(S(=O)(=O)c2ccc(Cl)cc2)CC1)Nc1cccc(C(F)(F)F)c1	17	-2
COc1ccc(Cl)cc1C(=O)Nc1c2c(nn1-c1cccc(Cl)c1)CS(=O)(=O)C2	-1	-6
O=S(=O)(Nc1ccc(NS(=O)(=O)c2ccc(F)cc2)cc1)c1ccc(F)cc1	4	-2
COc1ccccc1CC(=O)c1ccc(O)cc1O	-6	-2
CCCNC(=O)c1ccc(NC(=O)c2ccco2)cc1	-1	-3
O=C(NC(C(=O)N1CCOCC1)C12CC3CC(CC(C3)C1)C2)C1CCCCC1 (stereo not drawn)	-4	1
Cc1ccc(C(=O)N2CCN(c3cccc(C)c3C)CC2)cc1C	-3	-3
COc1cccc2cc(C(=O)N3CC(C)CC(C)C3)c(=O)oc12 (stereo not drawn)	1	-2

Screening results (PubChem)

Random draw from the library, and some 3.5% of all compounds hit somewhere here.
